NALP3 yeast inh – NALP3 inflammasome inhibitors in reconstituted yeast, primary screen, luminescence, uHTS | 0.39% of 330,000 active | inhibition, % at 10 µM | Yeast reconstituted NLRP3/ASC/caspase-1, beta-gal luminescence, 24 h;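 active means inhibition of 50% or more; inactive means inhibition below 50%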;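 further: plate controls were induced DMSO wells for no effect and uninduced yeast grown without galactose for full effect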
hIAP block – human IAP inhibitors, primary screen, biochemical, luminescence, uHTS | inhibition, % at 10 µM | Intestinal-type alkaline phosphatase (Homo sapiens), P09923 | 0.12% of 330,000 active | purified IAP, CDP-Star luminescence, 30 min | AID 2544, 2010;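 active means inhibition reaching a set limit with compound at 10 µM in the primary screen, cut at about 35% in these data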;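 further: plate controls were DMSO wells with enzyme for no effect and no-enzyme buffer wells for full effect; values of inactives mirror those of a sister screen read the other way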
Target sequence (P09923 whole entry, looked up): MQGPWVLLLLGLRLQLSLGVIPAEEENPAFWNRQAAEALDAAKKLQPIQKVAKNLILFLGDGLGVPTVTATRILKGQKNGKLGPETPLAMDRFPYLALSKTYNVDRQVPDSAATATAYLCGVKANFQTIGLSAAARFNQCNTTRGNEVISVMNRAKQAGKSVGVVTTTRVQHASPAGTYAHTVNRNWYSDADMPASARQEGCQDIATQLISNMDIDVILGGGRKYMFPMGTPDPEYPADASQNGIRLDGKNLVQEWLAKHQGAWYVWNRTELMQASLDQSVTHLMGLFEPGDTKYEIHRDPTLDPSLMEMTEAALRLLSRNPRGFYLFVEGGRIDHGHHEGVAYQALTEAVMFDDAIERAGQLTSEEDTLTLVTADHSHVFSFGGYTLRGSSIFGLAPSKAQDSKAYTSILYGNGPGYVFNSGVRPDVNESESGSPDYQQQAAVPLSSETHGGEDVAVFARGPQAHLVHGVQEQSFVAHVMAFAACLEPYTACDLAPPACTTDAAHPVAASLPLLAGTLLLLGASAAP
MIN6 prolif – inducers of MIN6 beta-cell proliferation, primary screen, ATP luminescence, uHTS | MIN6 cells proliferation, ATPlite luminescence, 48 h; cells starved in 0.2% serum; 100% = growth in 10% serum | proliferation, % at 10 µM | 0.29% of 330,000 active | AID 2380, 2010;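 active means compounds whose signal lies at least 3.5 SD above the mean of all wells on their plate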;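 further: 0% = DMSO-treated cells in low-serum medium and 100% = 10% serum control; some compounds called inactive have numbers as strong as hits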
mIAP act – activators of mouse IAP, primary screen, biochemical, luminescence, uHTS; activation factor at 10 µM; 0.24% of 330,000 active; AID 2805, 2010; intestinal alkaline phosphatase [Mus musculus]; muIAP, CDP-Star luminescence, 30 min; stronger effect = higher value; 1 = vehicle-only enzyme signal, 0 = enzyme-free wells;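 active means activation factor of at least 2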; further: the source names both 10 and 20 µM as test concentration; values of inactives mirror those of a sister screen read the other way
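Assay system: mouse IAP enzyme; reagent: chemiluminescent substrate CDP-Star; dosing: test compounds delivered from DMSO solution; schedule: 30 min at room temperature; measured by: luminescence from enzymatic CDP-Star hydrolysis; controls: DMSO-only wells and no-enzyme negative control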
TIM10 inh – growth inhibitors of isogenic TIM10 control yeast, primary screen, counter-screen for tim10-1 yeast inhibitor project, luminescence, uHTS; inhibition, % at 10 µM; 1.4% of 330,000 active; AID 463195, 2010; S. cerevisiae TIM10 strain growth, BacTiter-Glo luminescence, 24 h;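 active means inhibition of 40% or more at the single tested concentration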;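 further: wild-type TIM10 isogenic control strain grown at permissive 25 °C; 0% = DMSO yeast wells and 100% = minimal medium wells without yeast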
A3A deaminase – APOBEC3A ssDNA deaminase inhibitors, primary screen, selectivity assay for APOBEC3G inhibitor project, biochemical, FAM/TAMRA oligo cleavage fluorescence; DNA dC->dU-editing enzyme APOBEC-3A (Homo sapiens), P31941; recombinant A3A, FAM/TAMRA ssDNA deamination fluorescence; inhibition, % at 20 µM; 0.41% of 330,000 active; AID 493011, 2011;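 active means at least 40% inhibition at 20 µM here, with at most 30% in a related deaminase screen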;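 further: plate controls were A3A with DMSO for no effect and wells lacking A3A enzyme for full effect; some results filed as inactive read as strong as hits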
Target sequence (P31941 whole entry, looked up): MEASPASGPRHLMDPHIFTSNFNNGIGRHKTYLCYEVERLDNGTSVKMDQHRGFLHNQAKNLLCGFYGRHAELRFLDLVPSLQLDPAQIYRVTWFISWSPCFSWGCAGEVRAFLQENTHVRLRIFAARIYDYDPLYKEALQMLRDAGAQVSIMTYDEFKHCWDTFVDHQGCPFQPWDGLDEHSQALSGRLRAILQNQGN
A3G deaminase – APOBEC3G DNA deaminase inhibitors, primary screen, biochemical, fluorescence, single-stranded DNA substrate, uHTS. recombinant A3G, ssDNA deamination FAM/TAMRA fluorescence. AID 493012, 2011. 0.28% of 330,000 active. DNA dC->dU-editing enzyme APOBEC-3G (Homo sapiens), Q9HC16. inhibition, % at 20 µM;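 active means inhibition of at least 40% at 20 µM, with no more than 30% in the related APOBEC3A deaminase screen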;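 further: plate controls were DMSO wells with A3G for no effect and wells lacking A3G enzyme for full effect; some compounds called inactive have numbers as strong as hits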
Target sequence (Q9HC16 whole entry, looked up): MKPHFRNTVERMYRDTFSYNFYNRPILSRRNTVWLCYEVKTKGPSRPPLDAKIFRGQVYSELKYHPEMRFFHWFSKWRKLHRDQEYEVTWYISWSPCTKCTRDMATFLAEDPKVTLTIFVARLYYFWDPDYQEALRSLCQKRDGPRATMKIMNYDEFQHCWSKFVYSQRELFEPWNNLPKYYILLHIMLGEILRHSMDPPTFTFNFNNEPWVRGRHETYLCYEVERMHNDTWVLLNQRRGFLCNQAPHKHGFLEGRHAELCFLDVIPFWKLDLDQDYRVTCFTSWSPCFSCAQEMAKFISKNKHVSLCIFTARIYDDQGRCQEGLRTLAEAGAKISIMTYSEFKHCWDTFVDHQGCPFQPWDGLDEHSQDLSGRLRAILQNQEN
mIAP block – inhibitors of mouse IAP, primary screen, biochemical, luminescence, uHTS | intestinal alkaline phosphatase [Mus musculus] | purified mouse IAP, CDP-Star luminescence, 30 min | inhibition, % at 10 µM | 0.2% of 330,000 active | AID 2806, 2010;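 active means inhibition of at least 40% at 10 µM in the primary screen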;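 further: plate controls were DMSO with enzyme for no effect and no enzyme wells for full effect; values of inactives mirror those of a sister screen read the other way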
tim10-1 inh – growth inhibitors of tim10-1 mutant yeast, primary screen, luminescence, uHTS; S. cerevisiae tim10-1 ts strain growth, BacTiter-Glo, 24 h; inhibition, % at 20 µM; 2.2% of 330,000 active; AID 463190, 2010;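 active means inhibition of at least 40%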;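 further: mutant grown at 25 °C; 0% = DMSO wells with yeast and 100% = wells holding no yeast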
Starred values were filed as active, the others as inactive.

SMILES	NALP3 yeast inh	hIAP block	MIN6 prolif	mIAP act	TIM10 inh	A3A deaminase	A3G deaminase	mIAP block	tim10-1 inh
CC(=O)Nc1ccc(N(C(=O)c2ccco2)C(C(=O)NC2CCCC2)c2ccc(N(C)C)cc2)cc1 (stereo not given)	26	12	-3	0.99	1	-4	-9	1	7
CCc1nnc(NC(=O)CSc2nc3[nH]c(=O)cc(O)c3s2)s1	16	-14	-1	0.82	5	2	-7	18	-6
COc1ccc2nc(NC(=O)c3ccc(NC(=O)C4CCCO4)cc3)sc2c1 (stereo not given)	1	-5	-3	0.97	14	1	-3	3	14
COC(=O)c1cc(C(=O)OCC(=O)Nc2ccccc2OC(F)F)cc([N+](=O)[O-])c1	12	7	-1	1.1	-10	1	0	-10	-13
CN(CC(=O)Nc1ccccc1Cl)C(=O)COC(=O)/C=C/c1cccs1	8	13	6	0.98	0	-7	-10	2	8
COc1cc(Cl)c(C)cc1NC(=O)CSc1nnc(-c2ccccn2)n1Cc1ccco1	-1	1	-5	0.89	-28	1	-3	11	9
N=c1c2c(-c3ccccc3)c(-c3ccccc3)n(Cc3ccco3)c2ncn1Cc1ccccc1	24	15	-4	0.94	31	-2	-2	6	30
CCn1c(CNC(=O)c2cccc(C)c2)nc2ccccc21	12	-16	2	1.1	-11	2	3	-13	-13
CCc1cccc(C)c1NC(=O)CCNC(=O)c1cccc(C)c1	22	8	0	0.96	-1	0	-1	4	1
O=C(Nc1nc(-c2cccs2)cs1)c1ccc(S(=O)(=O)N2CCCC2)cc1	-4	-8	-4	0.97	-12	-4	-8	3	-6
Cn1ncc(N=Cc2ccccc2O)c1C(=O)Nc1ccccc1	25	1	2	0.91	-1	-4	-6	9	11
CCC(NC(=O)CCc1ccccc1)c1ccccc1 (stereo not given)	-4	2	2	1.1	-3	2	0	-10	-7
COc1ccc(Br)cc1C1Nc2cccc3cccc(c23)N1	17	4	-5	0.97	16	-1	-2	3	38
Cc1nc2ccccc2c(=O)n1/N=C/c1ccc2ccccc2c1O	-1	3	4	0.97	16	7	-6	3	8
O=C1N/C(=C/c2cccs2)C(=O)N1Cc1ccc(Br)cc1	-2	14	0	1.1	15	2	-11	-10	7
O=C(OCc1cccc([N+](=O)[O-])c1)c1ccc[nH]c1=O	12	16	4	1	12	-3	-8	0	-8
O=C(c1cccs1)N1CCN(Cc2ccc3c(c2)OCO3)CC1	3	1	-1	1.1	-9	1	-5	-6	-7
CC1CCCCC1NC(=O)CCCc1nc2ccccc2c(=O)[nH]1 (stereo not given)	-10	-15	-2	0.98	-12	-1	-4	2	8
Cc1ccc(-c2noc(CSc3nnnn3-c3ccccc3)n2)cc1	-12	-10	-3	0.96	36	-5	-5	4	38
CC(NC(=S)Nc1ccc([N+](=O)[O-])cc1)c1ccncc1 (stereo not given)	7	4	-2	0.88	-2	-2	-7	12	8
CCCN1Cc2cccc(C(=O)Nc3cc(OC)cc(OC)c3)c2C1=O	16	0	-3	0.93	14	2	-2	7	24
CC(=O)C1=C(O)C(=O)N(Cc2cccnc2)C1c1ccc(Cl)cc1 (stereo not given)	14	-16	0	1	-12	-6	3	-2	18
O=c1c2ccccc2nc2c3ccccc3c(NCCO)nn12	6	0	-6	0.94	32	2	6	6	42*
CC(Oc1ccc(Cl)cc1)C(=O)OCC(=O)Nc1ncc(Cl)cc1Cl (stereo not given)	18	9	-1	1	5	1	5	-4	25
COC(=O)c1c(-c2cccnc2)csc1NC(=O)c1ccc2c(c1)OCO2	5	-31	-5	0.96	-15	3	-6	4	1

Exported with values under each structure: part of the list above.
Each structure is followed by: NALP3 yeast inh | hIAP block | MIN6 prolif | mIAP act | TIM10 inh | A3A deaminase | A3G deaminase | mIAP block | tim10-1 inh
Cc1ccc(-c2noc(CSc3nnnn3-c3ccccc3)n2)cc1
→ -12 | -10 | -3 | 0.96 | 36 | -5 | -5 | 4 | 38
CC(NC(=S)Nc1ccc([N+](=O)[O-])cc1)c1ccncc1 (stereo not given)
→ 7 | 4 | -2 | 0.88 | -2 | -2 | -7 | 12 | 8

More results:
SMILES	NALP3 yeast inh	hIAP block	MIN6 prolif	mIAP act	TIM10 inh	A3A deaminase	A3G deaminase	mIAP block	tim10-1 inh
CCOC(=O)Nc1ccc2c(c1)N(C(=O)CCN1CCN(CCO)CC1)c1ccccc1CC2	2	4	-2	0.93	3	-4	-8	7	-17
CCCCNC(=O)CS(=O)Cc1nc(-c2cccc(Cl)c2)oc1C (stereo not given)	18	-19	2	0.9	12	-3	-4	10	25
O=C(NCc1cccs1)c1nc2c(nnn2Cc2ccc(F)cc2)c(=O)[nH]1	15	2	-2	0.87	14	-1	-4	13	-5
CC(=O)N/C(=C\c1ccccc1)C(=O)OCC(=O)NC1CCS(=O)(=O)C1 (stereo not given)	14	13	5	0.99	7	-1	-2	1	-7
CC(C)(C)CC(C)(C)NC(=O)CSCC(=O)Nc1ccc2ccccc2c1	-11	12	-4	1.2	35	5	1	-16	64*
NC(=O)C1(N2CCCCC2)CCN(C(=O)c2ccc(-n3cnnn3)cc2)CC1	17	16	-2	0.89	0	-2	1	11	7
COc1ccc(OCC(=O)N/N=C/c2cccn2-c2cccc(C(=O)O)c2)cc1	1	6	-3	0.87	1	30	7	13	-7
Cc1ccc(OCCSc2nnc(-c3cccs3)n2C)cc1	23	2	-3	1	7	3	-3	-2	-6
O=C1CC(c2ccccc2F)c2c(c3ccccc3[nH]c2=O)O1 (stereo not given)	9	7	1	1	-24	5	-4	-1	-9
O=C(Cn1c(=O)c(=O)n(Cc2ccccc2)c2ccc(Cl)cc21)Nc1cc(F)ccc1F	4	3	-3	1	20	-1	-3	-2	19
Cc1ccc(C(C)NC(=O)C23CC4CC(CC(C4)C2)C3)cc1 (stereo not given)	-1	-9	-5	1.1	7	-9	-5	-13	32
COc1cccc(N2CC(NC(=O)C(=O)c3c(C)[nH]c4ccccc34)CC2=O)c1 (stereo not given)	13	-15	-1	0.99	-2	3	-2	1	-8
Cc1cc(=O)oc2cc(OCC(=O)OCC(=O)N3CCc4ccccc43)ccc12	-5	1	1	0.98	-15	1	-3	2	-20
Cc1ccc(CNC(=O)c2nnc(Cc3ccc(Cl)cc3)o2)cc1	6	13	-2	0.99	-10	2	-5	1	-2
COc1ccccc1-n1nnnc1SCC(=O)Nc1ccccc1	11	-1	-2	1.1	6	1	-1	-7	1
COc1ccc(CCn2c(Br)nc3c2c(=O)[nH]c(=O)n3C)cc1	11	7	-3	0.93	-2	-4	-9	8	0
Cc1cc(-c2ccc(S(=O)(=O)N3CCN(c4ccc(F)cc4)CC3)s2)on1	-9	13	-5	0.94	-10	-2	-1	6	-12
CCOC(=O)c1ccc(S(=O)(=O)N2CCN(C(=O)c3nn(C)c(=O)c4ccccc34)CC2)cc1	14	-10	-3	0.93	7	2	8	8	15
O=C(O)CC(NC(=O)Cc1ccc(Cl)cc1)c1ccco1 (stereo not given)	17	4	0	0.96	5	-2	-6	4	11
CC(C)Oc1cccc(-c2cc(C(=O)N3CCN(c4ncccn4)CC3)c3ccccc3n2)c1	11	-9	-3	0.87	25	-1	-8	13	29
Cc1ccc(S(=O)(=O)Nc2ccc(S(=O)(=O)N3CCCC3)cc2)cc1	-9	-21	1	1.1	-2	-2	-4	-6	15
COC(=O)c1ccc(-c2nc3cc(Cl)c(N)cc3s2)cc1	9	19	-4	1.1	7	-3	-5	-12	19
Cc1ccc(-c2cc(C(=O)OC3CCOC3=O)c3ccccc3n2)c(C)c1 (stereo not given)	11	-5	-1	0.97	7	3	-2	3	26
COc1ccccc1N1CCN(C(c2cccs2)C(C)NC(=O)c2ccncc2)CC1 (stereo not given)	1	3	-4	1	-6	3	1	-1	4
CC(C)CCNC(=O)NC(=O)COC(=O)/C=C/c1cccc([N+](=O)[O-])c1	16	21	0	0.92	25	1	-10	8	42*

Additional records.
SMILES	NALP3 yeast inh	hIAP block	MIN6 prolif	mIAP act	TIM10 inh	A3A deaminase	A3G deaminase	mIAP block	tim10-1 inh
c1ccc2[nH]c(SCc3cscn3)nc2c1	2	1	3	1	6	-1	-2	0	-4
Cc1cc(N2CCN(C)CC2)nc2ccc(NC(=O)CCC(=O)NCCC3=CCCCC3)cc12	10	12	-5	1.2	3	-1	2	-18	-3
CN1C(=S)NC(C)(C)CC1(C)c1ccc(O)cc1O (stereo not given)	-4	-4	0	1.1	-12	-5	-4	-6	13
Cc1ccc(N2C(N)=C(C#N)C(c3cccnc3)C3=C2CC(C)(C)CC3=O)cc1 (stereo not given)	17	13	-2	1	11	-1	-2	-3	11
COc1ccc(CN(C)CC(O)COC(c2ccccc2)c2ccccc2)c(OC)c1OC (stereo not given)	18	-18	-4	1	0	1	-4	0	31
Cc1ccc(C(=O)OCc2nnc(-c3ccccc3)o2)s1	46	3	2	1	15	-1	-9	-2	29
Cc1c(N2C(=O)/C(=C\c3cccc4ccccc34)SC2=S)c(=O)n(-c2ccccc2)n1C	8	5	-3	0.81	15	-3	-5	19	13
COc1ccc(C2=Nc3ccc(Br)cc3C(c3ccccc3)N2CC(=O)NN)cc1 (stereo not given)	6	21	0	1	1	0	-2	-1	5
CCC(CC)NC(=O)CSc1nnc(-c2c[nH]c3ccccc23)o1	1	9	-1	0.99	20	-3	-8	0	22
CCOc1cc(C2C(C(=O)N3CCOCC3)=C(C)NC3=C2C(=O)CCC3)ccc1O (stereo not given)	4	14	-1	0.95	-1	-1	-8	5	13
Cn1c(CNC(=O)C(Cc2ccccc2)NC(=O)c2cccc(F)c2)cc(=O)n(C)c1=O (stereo not given)	16	-31	-3	1	8	-3	-4	-5	-5
CCC1CCCCN1CCCNC(=O)CNC(=O)Cn1ccc2ccccc2c1=O (stereo not given)	-1	3	1	1.1	-6	-2	-4	-6	9
CS(=O)(=O)NN1C(=O)c2ccccc2NC1c1cc2ccccc2nc1Cl (stereo not given)	-2	9	0	0.72	-9	-1	-5	28	3
COc1cc(NC(=O)c2cnc(N)s2)cc(C(=O)Nc2cccc(C(F)(F)F)c2)c1	12	6	-7	0.95	-8	0	2	5	-10
COc1ccccc1N1CCN(C(=O)c2nn(C)c3c2CS(=O)(=O)c2ccccc2-3)CC1	22	0	-1	0.92	5	-4	-4	8	-5
CCN(CC)S(=O)(=O)c1cccc(-c2nnc(SC(C)C(N)=O)n2CCc2ccccc2)c1 (stereo not given)	11	-17	-2	1	1	0	-7	-3	2
OC(CNCc1ccccc1C(F)(F)F)C(F)(F)F (stereo not given)	-3	17	5	0.99	5	2	-3	1	-1
COc1ccc(NC(=O)CN(C)C(=O)CCNC(=O)Nc2ccccc2)cc1	26	-5	-1	0.98	0	0	-4	2	-1
O=C1/C(=C\c2cc(Br)cc(Br)c2O)SC(=S)N1Cc1ccccc1	0	23	-6	0.66	15	0	1	34	32
Cc1ccc(C(=O)N(CC(=O)NC2CCCC2)c2ccccc2C)s1	15	-8	-3	1	3	2	6	-2	-8
O=C(Nc1ccccc1)c1cc2c(=O)c3ccccc3oc2nc1C(F)(F)F	5	-2	0	0.96	-29	0	-2	4	2
